# Screening results from PubChem BioAssay.
# hiPSC survival: enhancers of human iPSC single-cell survival; hiPSC single-cell survival, ATPlite luminescence; 100% = ROCK inhibitor wells, 0% = DMSO; survival enhancement, % at 20 µM; 360,000 compounds, 0.044% hits; in the data active means survival enhancement above about 18%;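 further: cells exposed to compounds for 16 hours before the ATP read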
# Granule exo inh: lytic granule exocytosis inhibition; TALL-104 LAMP-1 surface exposure, flow cytometry; cells stimulated with thapsigargin and PMA; inhibition, % at 10 µM; 360,000 compounds, 0.66% hits; AID 651702;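 active means inhibition above about 55%, limit read from the data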
# Cardio protect: myocardial damage modulation in H9c2 cells | H9c2 cardiomyocytes, H2O2 injury protection, ATPLite, 2 h | protection from H2O2 cell death, % at 20 µM | 360,000 compounds, 0.63% hits | AID 588492;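 active means compounds giving at least 50% protection of heart cells from peroxide-induced death in the single-dose screen, raw or plate-pattern-corrected value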;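 further: 0% = DMSO wells with peroxide and 100% = DMSO wells without peroxide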
# ABCB6 inh 2: human ABCB6 transporter inhibition; Q9NP58; K562-ABCB6 porphyrin accumulation, flow cytometry, 1 h; stronger effect = lower value; fluorescence ratio to DMSO, % at 10 µM; 360,000 compounds, 0.19% hits; AID 602162;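 active means fluorescence ratio to DMSO below 75%, the collection mean minus 3 SD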;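 further: signal is porphyrin accumulated inside mitochondria; 100% equals median channel fluorescence of DMSO control wells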
# aDG glyco act: increases alpha dystroglycan glycosylation | Pro5-aDG cells, alpha-DG glycosylation AlphaScreen (IIH6); 0% Pro5, 100% B10-LARGE cell signal | activation, % at 10 µM | 360,000 compounds, 0.22% hits | AID 624168;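 active means activation of at least 8% versus controls, or a plate z-score of at least 8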;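 further: Pro5 are CHO cells carrying HIG-tagged alpha-DG that lacks glycosylation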
# N-glyco inh: blocks N-linked glycosylation in D54 reporter cells; D54 ERlucT glycosylation luciferase reporter, 24 h; percent of 100 nM tunicamycin response; reporter increase, % at 12.5 µM; 360,000 compounds, 0.23% hits; AID 588692;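 active means mean luciferase reporter signal, scaled so untreated is 0 and the glycosylation-blocking control 100, at or above a set limit in every replicate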;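 further: luciferase carries N-glycosylation sites so blocking glycosylation raises the light; 0% = median of neutral control wells and 100% = median of 100 nM tunicamycin wells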
# PDI inh: inhibitors of human protein disulfide isomerase; P07237; PDI insulin aggregation turbidity, A650, 90 min; inhibition, % at 10 µM; 350,000 compounds, 0.052% hits; AID 588391;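 active means mean inhibition across replicates of 30% or more, whatever share of single replicates reach that level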;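 further: absorbance from insulin aggregation driven by PDI reduction with DTT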
# Target sequence (P07237 whole entry, looked up): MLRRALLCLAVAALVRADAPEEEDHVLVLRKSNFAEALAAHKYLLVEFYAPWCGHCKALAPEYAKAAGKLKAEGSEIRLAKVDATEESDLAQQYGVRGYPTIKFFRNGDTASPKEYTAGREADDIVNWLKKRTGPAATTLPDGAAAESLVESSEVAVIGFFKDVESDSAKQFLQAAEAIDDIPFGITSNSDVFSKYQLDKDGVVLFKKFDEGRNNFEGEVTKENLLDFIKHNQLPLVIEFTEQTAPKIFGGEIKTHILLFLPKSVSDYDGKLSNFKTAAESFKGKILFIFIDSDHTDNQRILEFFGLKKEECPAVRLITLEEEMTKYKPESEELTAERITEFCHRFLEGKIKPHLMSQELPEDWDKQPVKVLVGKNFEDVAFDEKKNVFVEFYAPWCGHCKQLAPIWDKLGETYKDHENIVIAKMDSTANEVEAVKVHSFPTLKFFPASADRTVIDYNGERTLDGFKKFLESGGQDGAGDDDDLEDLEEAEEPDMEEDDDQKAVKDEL
# CaV13 ICDI inh: Disruptors of the CACNA1D IQ motif to Ca2+-dependent inactivation inhibitor domain association, primary screening, Förster resonance energy transfer in intact living …. 340,000 compounds, 0.098% hits. HEK cells, CFP/YFP FRET ICDI-IQ, plate reader, 10 min; percent FRET-ratio fall versus neutral wells. inhibition, % at 12.3 µM;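 active means mean replicate inhibition of at least 30% and at least 1% of replicates passing that level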;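 further: 0% = median of the neutral control wells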
# Vif inh: HIV Vif inhibition | HEK293T cells, Vif self-association by quenched fluorescence, imaging, 24 h | inhibition, % at 7.49 µM | 340,000 compounds, 0.35% hits | AID 602346; in the data active means inhibition above about 50%, passing the limit was not always enough; further: some results filed as inactive read as strong as hits
# HTR2A ag: agonists of mouse serotonin 5-HT2A receptor (HTR2A) | P35363 | CHO-K1 mHTR2A beta-arrestin complementation, luminescence; percent of 30 µM serotonin response | activation, % at 7.6 µM | 360,000 compounds, 0.66% hits | AID 624169;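 active means activation above a run cutoff, the mean activation of all tested compounds plus 3 SD, cut at about 14% in these data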;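 further: 0% = plate median of compound wells and 100% = 30 µM serotonin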
# Target sequence (P35363 whole entry, looked up): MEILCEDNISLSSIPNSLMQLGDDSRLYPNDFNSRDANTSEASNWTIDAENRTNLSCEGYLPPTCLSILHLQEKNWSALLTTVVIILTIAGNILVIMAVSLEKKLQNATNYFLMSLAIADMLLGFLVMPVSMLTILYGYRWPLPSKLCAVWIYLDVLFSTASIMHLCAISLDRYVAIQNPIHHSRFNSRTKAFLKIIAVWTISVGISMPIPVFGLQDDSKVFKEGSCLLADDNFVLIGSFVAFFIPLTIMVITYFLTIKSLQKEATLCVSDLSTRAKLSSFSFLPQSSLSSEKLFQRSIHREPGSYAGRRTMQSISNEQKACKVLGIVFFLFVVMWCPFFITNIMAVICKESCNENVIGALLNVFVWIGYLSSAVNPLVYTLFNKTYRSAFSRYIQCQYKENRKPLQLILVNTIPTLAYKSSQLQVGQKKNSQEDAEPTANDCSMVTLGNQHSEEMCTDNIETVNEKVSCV
# Numbers without * were called inactive; i = inactive; nt = no result given.
1) COc1ccc(C(=O)COC(=O)/C=C/c2ccc(S(=O)(=O)Nc3cccc(S(N)(=O)=O)c3)cc2)cc1
2) CCOC(=O)/C=C/C(=O)OCC(=O)N1CCN(C(=O)c2ccco2)CC1
3) CCN1CCN(c2ncc3c(n2)CC(c2cc(OC)c(OC)c(OC)c2)CC3=O)CC1 (stereo unspecified)
4) COc1ccc2nc(N3CCCC3)c(C#N)cc2c1
5) O=C1N/C(=C\c2ccccc2)C(O)=C1C=NCc1ccccc1

compound no.,1,2,3,4,5
hiPSC survival,-0.6,-0.1,-2.6,0.4,3.5
Granule exo inh,47,-3,2,3,-3
Cardio protect,-12,-3,1,-8,-4
ABCB6 inh 2,95,99,98,95,100
aDG glyco act,-0.1,1.0,0.0,-0.1,-0.2
N-glyco inh,0,-1,5,0,1
PDI inh,-5,11,-15,3,1
CaV13 ICDI inh,-3,-3,-5,nt,-6
Vif inh,12,22,-9,0,4
HTR2A ag,6,3,-2,-3,0

# Three compounds already listed, sorted by SMILES length, ascending:
5) O=C1N/C(=C\c2ccccc2)C(O)=C1C=NCc1ccccc1
2) CCOC(=O)/C=C/C(=O)OCC(=O)N1CCN(C(=O)c2ccco2)CC1
1) COc1ccc(C(=O)COC(=O)/C=C/c2ccc(S(=O)(=O)Nc3cccc(S(N)(=O)=O)c3)cc2)cc1

compound no.,5,2,1
hiPSC survival,3.5,-0.1,-0.6
Granule exo inh,-3,-3,47
Cardio protect,-4,-3,-12
ABCB6 inh 2,100,99,95
aDG glyco act,-0.2,1.0,-0.1
N-glyco inh,1,-1,0
PDI inh,1,11,-5
CaV13 ICDI inh,-6,-3,-3
Vif inh,4,22,12
HTR2A ag,0,3,6

# Next section:
6) O=C(NC(NC(=S)Nc1ccc(Cl)cc1Cl)C(Cl)(Cl)Cl)c1cccc([N+](=O)[O-])c1 (stereo unspecified)
7) CCc1ccc(NC(=O)C2CC(=O)Nc3ncnn32)cc1 (stereo unspecified)
8) Cc1ccc2nc(-c3ccccc3)cc(C(=O)N3CCN(S(=O)(=O)c4c(C)noc4C)CC3)c2c1
9) O=C(Cn1cncn1)N/N=C/c1cccnc1
10) Cc1cc(C)c(C)c(S(=O)(=O)N2CCN(C(=O)CCc3nc4ccccc4c(=O)[nH]3)CC2)c1C

compound no.,6,7,8,9,10
hiPSC survival,0.7,-0.7,-0.4,-0.8,-0.3
Granule exo inh,-1,-4,1,0,0
Cardio protect,-7,6,4,2,70*
ABCB6 inh 2,101,100,97,97,95
aDG glyco act,0.0,0.0,-0.5,0.0,-0.1
N-glyco inh,-1,2,-2,2,0
PDI inh,10,-4,25,6,9
CaV13 ICDI inh,-5,-4,-3,-5,-3
Vif inh,-9,10,17,28,-9
HTR2A ag,0,4,-4,0,-1

11) O=c1c(Cc2ccccc2)c(O)ccn1CCc1cnc[nH]1
12) COc1cccc(C2C(C(=O)c3cccs3)=C(O)C(=O)N2CCN2CCOCC2)c1 (stereo unspecified)
13) COc1ccc(-n2ncc3c(SCC(=O)N4CCN(c5ccccc5OC)CC4)ncnc32)cc1
14) Cc1cc(C)c(C#N)c(Nc2ccccc2Cl)n1
15) Cc1cc(NC(=O)CSc2nc3c(c(=O)n2-c2ccccc2)SC(C)C3)no1 (stereo unspecified)

compound no.,11,12,13,14,15
hiPSC survival,-0.4,-0.7,2.0,-1.2,-1.1
Granule exo inh,-10,-2,2,0,-4
Cardio protect,-1,-1,8,2,17
ABCB6 inh 2,103,102,97,90,101
aDG glyco act,-0.1,-0.1,1.1,-0.1,0.0
N-glyco inh,3,1,0,-1,4
PDI inh,4,-15,-5,-7,nt
CaV13 ICDI inh,-6,-20,-5,nt,-7
Vif inh,1,14,-2,8,-4
HTR2A ag,6,-7,5,2,-3

16) CCOC(=O)CN1C(=O)SC(CC(=O)Nc2nccs2)C1=O (stereo unspecified)
17) CCSc1nnc(NC(=O)[C@@H](NC(=O)c2cc(OC)cc(OC)c2)C(C)C)s1
18) Cc1nnc(NC(=O)CSc2nnc(Cc3cccn3C)n2CCc2ccccc2)s1
19) Nc1ncnc(SCc2c(F)cccc2Cl)n1
20) CNC(=O)c1cc(S(=O)(=O)Nc2ccc3c(c2)OCCO3)ccc1C

compound no.,16,17,18,19,20
hiPSC survival,-0.6,-1.6,1.8,-0.7,0.7
Granule exo inh,-2,1,-1,8,-12
Cardio protect,2,-5,8,1,-4
ABCB6 inh 2,101,97,98,92,96
aDG glyco act,0.0,-0.3,0.0,0.0,-0.1
N-glyco inh,-2,2,3,1,1
PDI inh,-1,-8,8,-1,0
CaV13 ICDI inh,nt,-4,-8,-2,-1
Vif inh,3,11,2,-6,5
HTR2A ag,2,-1,-3,7,10

21) O=C(c1ccccc1)c1c[nH]c(C(=O)NCc2cccnc2)c1
22) COC(=O)c1cc(-c2cccc([N+](=O)[O-])c2)c2c(=O)n(C)c(=O)n(C)c2n1
23) O=C(Nc1cc(Br)ccc1O)c1cc(-c2ccccc2)on1
24) O=C(CCNC(=O)c1ccc([N+](=O)[O-])cc1)Nc1ccc(N2CCOCC2)cc1N1CCOCC1
25) CC(C)n1c(CN2CCN(C)CC2)nc2c1c(=O)n(C)c(=O)n2C

compound no.,21,22,23,24,25
hiPSC survival,1.5,0.5,-0.1,0.6,-0.4
Granule exo inh,1,5,4,0,1
Cardio protect,5,15,-2,6,-2
ABCB6 inh 2,95,98,94,96,96
aDG glyco act,0.0,-0.1,0.0,-0.4,-0.1
N-glyco inh,-6,3,2,3,0
PDI inh,-10,9,8,0,-3
CaV13 ICDI inh,-1,-18,-5,-4,-6
Vif inh,-17,-4,12,4,9
HTR2A ag,-3,0,3,7,2

26) O=C(Cn1cnc2ccccc2c1=O)N1CCOCC1
27) O=S(=O)(/N=C(/NS(=O)(=O)c1ccccc1)c1ccccc1)c1ccccc1
28) O=C(CSc1cccc2cccc(Cl)c12)NC1=NCCS1
29) Cc1ccc(CN2CCN(Cc3cn[nH]c3-c3ccccc3)CC2CCO)o1 (stereo unspecified)
30) Cc1[nH]nc(N)c1-c1ccccc1

compound no.,26,27,28,29,30
hiPSC survival,2.2,0.2,-0.7,-1.3,1.3
Granule exo inh,-3,-4,-1,0,2
Cardio protect,12,-1,9,6,0
ABCB6 inh 2,96,102,99,104,91
aDG glyco act,-0.2,0.3,0.4,0.0,-0.1
N-glyco inh,3,-1,2,2,1
PDI inh,-1,-9,4,-2,-5
CaV13 ICDI inh,1,-5,-5,-6,-7
Vif inh,nt,nt,-2,0,-3
HTR2A ag,-1,3,-2,-3,2

31) Brc1ccc(CN2C3=NCCCN3c3ccccc32)cc1
32) O=C(/C=C/c1ccc(Cl)cc1)N(Cc1ccccc1)C1CCS(=O)(=O)C1 (stereo unspecified)
33) Cc1ccc(C(=O)n2nc(C#N)c(C#N)c2N)cc1
34) C=CCC1(CC=C)CCCN1C(=O)CC1C(=O)NCCN1Cc1cccc(OC)c1OC (stereo unspecified)
35) CCc1nn(C(C)C(=O)Nc2cccc(C)c2C)c(=O)c2cc3occc3n12 (stereo unspecified)

compound no.,31,32,33,34,35
hiPSC survival,-4.1,-1.6,0.2,-0.4,-1.0
Granule exo inh,-2,-3,1,6,2
Cardio protect,-1,-7,2,-3,20
ABCB6 inh 2,103,97,97,98,100
aDG glyco act,1.6,0.1,0.1,-0.1,0.0
N-glyco inh,-3,-2,2,1,1
PDI inh,-2,6,5,8,-1
CaV13 ICDI inh,4,-20,-14,-6,nt
Vif inh,-3,-5,-5,-2,-16
HTR2A ag,-5,8,2,0,-1

36) CCN1/C(=C/c2ccc3cc(C)ccc3[n+]2CC)Sc2ccc3sccc3c21
37) CCOC(=O)C1CCN(Cc2ccc(F)cc2F)CC1
38) O=C(NC1CCCCC1)c1[nH]c(C(F)(F)F)nc1-c1ccccc1
39) CCCCC(c1nc2ccccc2[nH]1)n1c(-c2ccccc2)nc2cc(C)c(C)cc21 (stereo unspecified)
40) Cc1ccc(F)c(N=Cc2c(O)c3ccccc3oc2=O)c1

compound no.,36,37,38,39,40
hiPSC survival,-0.7,0.2,0.5,-3.5,-0.7
Granule exo inh,74*,6,-5,6,-7
Cardio protect,-29,0,-6,-1,2
ABCB6 inh 2,i,104,88,96,91
aDG glyco act,-0.3,-0.1,-0.3,-0.1,0.0
N-glyco inh,-18,0,2,-2,0
PDI inh,1,3,nt,nt,-5
CaV13 ICDI inh,nt,-8,-5,-4,-1
Vif inh,16,-4,2,-1,-3
HTR2A ag,8,-1,-2,5,-1

41) O=C(C1=C[C@H](c2coc3ccccc3c2=O)C[C@H](OCc2ccc(CO)cc2)O1)N1CCOCC1
42) O=C1C2C3C=CC(C3)C2C(=O)N1c1cccc2cccnc12 (stereo unspecified)
43) OC(Cc1cccc(Br)c1)c1ncc(-c2ccccc2C(F)(F)F)[nH]1 (stereo unspecified)
44) CCOc1ccc(CNC(=O)C2CCN(S(=O)(=O)c3ccc4c(c3)CCCC(=O)N4)CC2)cc1
45) O=C(Nc1nnc(SCc2ccc(F)cc2)s1)C1CC(=O)N(Cc2ccccc2)C1 (stereo unspecified)

compound no.,41,42,43,44,45
hiPSC survival,5.9,2.1,-0.4,-0.5,4.7
Granule exo inh,49,1,4,-2,-3
Cardio protect,20,2,-5,-4,-5
ABCB6 inh 2,92,97,94,91,99
aDG glyco act,-0.2,0.0,0.0,-0.5,0.0
N-glyco inh,-1,-1,0,-1,-1
PDI inh,0,-8,6,3,-1
CaV13 ICDI inh,-11,-5,-5,-2,-3
Vif inh,-7,-5,-7,-4,1
HTR2A ag,1,-1,-2,6,7

46) O=[N+]([O-])c1ccc(/C=N/N=C/c2ccc([N+](=O)[O-])o2)o1
47) CC1Cc2cc(/C=C3/SC(=S)NC3=O)ccc2O1 (stereo unspecified)
48) O=C(C1CC1)N1N=C(C2CCCCC2)CC1(O)C(F)(F)F (stereo unspecified)
49) COc1cccc(-c2nnn(CC(=O)N3CCCCC3)n2)c1
50) O=C1CCCN2N=C(SCC(=O)Nc3cccc(C(F)(F)F)c3)SC2=N1
51) Cn1c(CO)nc2cc(N)ccc21
52) O=C1Cc2cc(S(=O)(=O)N3CCN(c4ccc(C(=O)O)cc4)CC3)ccc2N1
53) COc1ccc(N=c2oc3cc(O)ccc3cc2C(=O)NCC2CCCO2)c(OC)c1 (stereo unspecified)

compound no.,46,47,48,49,50,51,52,53
hiPSC survival,1.3,0.0,1.9,-0.3,1.1,1.7,0.7,-2.9
Granule exo inh,63*,18,-7,-6,19,-3,-3,1
Cardio protect,-22,-11,-4,-3,-12,0,12,12
ABCB6 inh 2,199,103,89,91,102,85,99,97
aDG glyco act,-0.7,0.0,-0.1,0.0,2.2,-0.1,-0.2,-0.7
N-glyco inh,-19,0,-1,1,2,2,2,-4
PDI inh,-1,-7,-2,-9,0,3,-2,-4
CaV13 ICDI inh,-2,-4,-3,-5,-3,-5,-7,21
Vif inh,53*,-6,-3,-7,-5,3,-11,2
HTR2A ag,1,2,3,0,10,5,-3,-1

# Excerpt: entries 48–49
48) O=C(C1CC1)N1N=C(C2CCCCC2)CC1(O)C(F)(F)F (stereo unspecified)
49) COc1cccc(-c2nnn(CC(=O)N3CCCCC3)n2)c1

compound no.,48,49
hiPSC survival,1.9,-0.3
Granule exo inh,-7,-6
Cardio protect,-4,-3
ABCB6 inh 2,89,91
aDG glyco act,-0.1,0.0
N-glyco inh,-1,1
PDI inh,-2,-9
CaV13 ICDI inh,-3,-5
Vif inh,-3,-7
HTR2A ag,3,0
